# ATXN2 expr inh: inhibitors of ATXN2 expression; HEK-293 ATXN2-luciferase reporter, luminescence, 24 h; Potency, µM (top dose mostly 57 µM), inactives show at the highest dose activity change, negative = inhibition, actives largely listed as inhibitors; 360,000 compounds, 0.72% hits; AID 1745845; note: potency is the fitted concentration of half-maximal effect; % is set by controls: 0 for no effect and ±100 for the full control effect; nearly all actives have a fitted effect of over 55% in size
#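 qHTS (up to 57 uM final) was run with 24 h compound exposure of reporter cells at 37 °C. Each well was multiplexed: SteadyGlo luminescence measured ATXN2-luciferase expression after a fluorogenic Gly-Phe-AFC viability readout (25 uM final).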
# EPAC2 ag: activates human EPAC2 exchange factor; EPAC2 activation, biochemical qHTS; response scale: 100% = 6.5 mM cAMP response; Potency, µM (highest dose often 154 µM), for inactives: at the top dose activation, most hits filed as activators; 360,000 compounds, 0.079% hits; Q8WZA2; note: potency is the fitted concentration of half-maximal effect; nearly all actives have a fitted effect of over 50% in size
# Target sequence (Q8WZA2 whole entry, looked up): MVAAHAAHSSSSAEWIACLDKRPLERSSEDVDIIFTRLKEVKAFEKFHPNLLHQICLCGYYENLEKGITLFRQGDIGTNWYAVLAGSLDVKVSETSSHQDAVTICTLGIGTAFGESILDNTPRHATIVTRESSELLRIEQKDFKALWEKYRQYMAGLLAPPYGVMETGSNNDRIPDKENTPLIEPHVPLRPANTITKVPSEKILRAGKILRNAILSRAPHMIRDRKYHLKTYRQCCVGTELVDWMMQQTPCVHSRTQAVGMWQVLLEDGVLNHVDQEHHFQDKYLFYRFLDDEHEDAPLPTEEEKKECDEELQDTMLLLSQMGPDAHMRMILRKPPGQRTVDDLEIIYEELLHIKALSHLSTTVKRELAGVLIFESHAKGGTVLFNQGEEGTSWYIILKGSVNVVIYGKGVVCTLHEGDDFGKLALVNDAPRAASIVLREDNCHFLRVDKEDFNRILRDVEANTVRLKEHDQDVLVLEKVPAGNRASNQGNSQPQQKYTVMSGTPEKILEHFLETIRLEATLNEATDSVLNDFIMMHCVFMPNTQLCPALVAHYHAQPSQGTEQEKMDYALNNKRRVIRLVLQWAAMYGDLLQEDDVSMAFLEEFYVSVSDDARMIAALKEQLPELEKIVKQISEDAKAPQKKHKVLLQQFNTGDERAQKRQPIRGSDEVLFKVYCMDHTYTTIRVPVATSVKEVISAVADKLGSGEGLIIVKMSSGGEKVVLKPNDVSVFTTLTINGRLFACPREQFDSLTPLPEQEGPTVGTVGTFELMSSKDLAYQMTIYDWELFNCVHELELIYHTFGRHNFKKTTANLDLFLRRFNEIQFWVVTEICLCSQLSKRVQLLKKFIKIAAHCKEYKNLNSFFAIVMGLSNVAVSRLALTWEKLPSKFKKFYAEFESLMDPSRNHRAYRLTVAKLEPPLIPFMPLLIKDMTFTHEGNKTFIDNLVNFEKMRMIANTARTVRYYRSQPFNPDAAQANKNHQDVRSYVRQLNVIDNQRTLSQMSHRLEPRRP
#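 qHTS, titration series. 100 nM EPAC2 / 250 nM Rap1B-BODIPY-GDP / 50 uM GDP; RT; ex 480/em 540 nm, 5-min reads to 30 min. Norm. to 6.5 mM cAMP = activation.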
# A549 viability: A549 cytotoxicity, counter-screen for Nrf2 inhibitors | A549 ARE-Fluc cells, CellTiter-Fluor viability, 18-24 h | 390,000 compounds, 0.16% hits | Potency, µM (doses to about 46 µM), without a hit: at the highest dose activity change, negative = cytotoxicity, usual class: inhibitors; note: potency is the fitted concentration of half-maximal effect; % is set by controls: 0 for no effect and ±100 for the full control effect
#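 Cytotoxicity counterscreen: CellTiter-Fluor fluorescence was measured in A549 ARE_Fluc cells after 18-24 h of compound exposure in a concentration series. The subsequent BugLite luminescent read reports ARE-luciferase activity.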
# HepG2 viability: counter-screen for TGF-b inhibitors: cytotoxicity in HepG2 cells; Potency, µM (titrated, usually from 46.1 µM), inactives show at the top dose activity change, negative = cytotoxicity, actives largely listed as cytotoxic; 410,000 compounds, 0.76% hits; HepG2 CAGA-GFP viability, ATP luminescence, 18 h; note: potency is the fitted concentration of half-maximal effect; some results filed as inactive show a strong effect at the top dose
#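 CellTiter-Glo luminescence gave cytotoxicity after 18 hours at 37 degrees C. The cells were HepG2 CAGA-GFP in 1% FBS DMEM, stimulated with 500 pg/mL TGF-beta after compound addition. %Activity was normalised to no-cell wells (complete cell-killing) and DMSO (no toxicity), and curves were fitted and classified.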
# Nrf2 ARE act: activators of Nrf2 (ARE) signaling | Potency, µM (top dose mostly 46.1 µM), without a hit: top-dose activation, hits mostly activators | AREc32 ARE-luciferase reporter (MCF7-derived line), luminescence, 24 h | 410,000 compounds, 0.31% hits; note: potency is the fitted concentration of half-maximal effect; % of control where 0% means no effect; nearly all actives have a fitted effect of over 65% in size
#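 Nrf2 activation is followed as ARE-luciferase induction in the AREc32 line after one day of compound treatment; luminescence is read with Steady-Glo.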
# Nrf2 inh: blocks Nrf2 signaling; Potency, µM (doses to about 46 µM), for the others: at the highest dose activity change, negative = inhibition, hits mostly inhibitors; 360,000 compounds, 2.1% hits; A549 ARE-Fluc reporter, luciferase luminescence, 18-24 h; note: potency is the fitted concentration of half-maximal effect; % is set by controls: 0 for no effect and ±100 for the full control effect; nearly all actives have a fitted effect of over 60% in size
#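 Concentration-response testing used A549 ARE_Fluc cells at 5000 cells/well. Following an 18-24 h compound incubation, viability was read by fluorescence (Ex 405/Em 525) and luciferase output by luminescence.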
# IL2 activator: activates IL-2 in a cell-based reporter assay. 360,000 compounds, 0.065% hits. activation, % (series mostly up to about 46 µM). IL-2 activation reporter assay, cell-based qHTS; stimulated with anti-CD3/CD4/CD28 beads; in transgenic mouse T cells; in the data active = activation above about 50%; inconclusive = mostly about 30% to 49%; note: 0% is about no effect
#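 Using fluorescent plate cytometry, EGFP and DsRed are detected in transgenic mouse T cells stimulated 18 h at 37 degrees C with antibody-coated beads after 60 min compound pretreatment.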
# TGFb inhibitor: blocks TGF-b signaling | 410,000 compounds, 1.2% hits | HepG2 CAGA-GFP TGF-b/SMAD3 reporter, GFP fluorescence, 18 h; TGF-beta stimulated, 500 pg/mL final | AID 588855 | Potency, µM (series often up to 46.1 µM), for inactives: at the top dose activity, negative = inhibition, usual class: inhibitors; note: potency is the fitted concentration of half-maximal effect; % is set by controls: 0 for no effect and ±100 for the full control effect; nearly all actives have a fitted effect of over 65% in size
#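 Read-out: total well GFP (ex488/em500-530) summed from mean per-cell fluorescence. Cells: HEPG2 CAGA-GFP, 1% FBS DMEM, 18 h at 37 degrees C with 500 pg/mL final TGF-beta. Unstimulated wells served as the full-inhibition control; stimulated DMSO wells = 0%.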
# ATXN viability: reduces viability in counter-screen for ATXN expression inhibitors; S2 cells (HEK-293 line with an ATXN2-luciferase reporter) viability, CellTiter-Fluor protease fluorescence, 24 h; Potency, µM (series often up to 56.7 µM), actives largely listed as cytotoxic; 400,000 compounds, 0.49% hits; note: potency is the fitted concentration of half-maximal effect; nearly all actives have a fitted effect of over 40% in size
# The depositor's hits bear a star; i = inactive; ? = inconclusive; · = not tested or not shown; [ ] = remark or other dose. Unless noted, calls come from the whole dose curve; as a rule, active = well fitted curve in the direction sought with a large enough effect; inconclusive = small, poorly fitted or top-dose-only effect, or another doubt; inactive = no such curve, though single readings can be large; an effect the other way counts as inactive or inconclusive.
SMILES,ATXN2 expr inh,EPAC2 ag,A549 viability,HepG2 viability,Nrf2 ARE act,Nrf2 inh,IL2 activator,TGFb inhibitor,ATXN viability
Cc1ccc(/C=N/N(C)S(=O)(=O)c2ccc(C)cc2)cc1,-23%,9%,-1%,-5%,-0.3%,26µM*,-1.5,-26%,i
Cc1ccc(N2C(=O)N(C(C)C)C(C)(C)CC2(C)O)cc1 (stereo not given),9%,24%,-2%,5%,0.3%,10%,0.4,0%,i
Cc1ccc(OCc2nnc(SCc3cc(=O)[nH]c4ccccc34)o2)cc1,-8%,0%,-5%,-27%,0.6%,?,-0.1,-12%,i
Cc1ccc(NC(=O)c2nccnc2C(=O)O)cc1C,4%,-1%,0%,4%,-0.4%,14%,0.3,6%,i
Nc1ccccc1C(=O)NC1CCCNC1=O (stereo not given),5%,3%,2%,128%,2.0%,2%,1.4,0%,i
O=C(Cc1nc2ccccc2[nH]1)c1cccc([N+](=O)[O-])c1,·,10%,16%,-41%,2.9%,?,-0.7,?,?
Cc1cc(C)n2c(SCC#N)nnc2n1,5%,2%,1%,4%,0.1%,10%,0.6,2%,i
Cc1ccc(NC(=O)CN2C(=O)NC(C)(C3CC3)C2=O)c(C)c1 (stereo not given),8%,2%,0%,4%,-0.5%,4%,0.7,0%,i
C=COCCNC(=S)N1CCOCCOCCN(C(=S)NCCOC=C)CCOCCOCC1,-15%,7%,2%,-51%,-0.3%,7%,1.2,-10%,i
Nc1ncnc2c(C3OC(CO)C(O)C3O)c[nH]c12 (stereo not given),?,-5%,?,3.2µM*,-0.3%,0.23µM*,-3.0,-3%,·
CCCCCC(=O)N1C[C@@H](n2cc(C3CC3)nn2)[C@H](O)C[C@@H]1c1ccc(Cl)cc1,-23%,-1%,·,-31%,-0.9%,·,-3.3,-6%,?
COc1cccc(N2CC(C(=O)Nc3nnc(SCC(=O)N4CCOCC4)s3)CC2=O)c1 (stereo not given),8%,0%,0%,-4%,0.1%,-1%,-4.1,-2%,i
COc1ccc(S(=O)(=O)N2CCNC(=O)C2)cc1Br,10%,8%,6%,-3%,-0.5%,2%,0.4,-7%,i
O=C(CSc1ccc(S(=O)(=O)N2CCOCC2)cn1)Nc1ccc(OC(F)F)cc1,-2%,2%,7%,3%,0.2%,-9%,-0.1,-12%,i
Cc1cc2oc(=O)cc(CN3CCN(Cc4ccccc4)CC3)c2cc1O,·,5%,-3%,-35%,5.1%,?,0.9,-27%,i
CCOC(=O)c1[nH]c2ccccc2c1NC(=O)C(C)(C)C,3%,3%,-6%,-8%,-0.3%,2%,2.7,17%,i
CC(C)N(C(=O)Cn1cc(SCC(N)=O)c2ccccc21)C(C)C,-22%,-5%,-10%,3%,-0.4%,-9%,-0.7,11%,i
Cn1c(-c2cccc([N+](=O)[O-])c2)cnc1NCc1ccc(C#N)cc1,·,7%,-12%,-61%,0.4%,-22%,-0.3,?,i
CCc1ccccc1NC(=O)CC(c1ccc(F)cc1)N1Cc2ccccc2C1=O (stereo not given),·,·,?,-23%,0.2%,-9%,·,?,·
Cc1cccc(N(Cc2ccccc2)C(=O)c2ccc(S(C)(=O)=O)cc2)c1,-15%,8%,15%,-17%,-0.2%,-6%,-1.6,-2%,i
CCCn1nc(C(=O)NNC(=O)c2cc(S(=O)(=O)NC)ccc2Br)c2ccccc2c1=O,1%,-4%,-6%,-3%,0.1%,-24%,0.7,0%,i
COC1=CC(=NCl)C=CC1=NCl,2%,22%,·,-4%,10%,·,-0.4,-22%,i
CC1(C)CC(=O)/C(=C(\O)c2ccccc2)C(=NCCO)C1,-3%,12%,-7%,-26%,-0.6%,-13%,-0.4,0%,i
NC(=O)[C@@H]1CCCN1C(=O)[C@@H](Cc1cnc[nH]1)NC(=O)[C@@H]1CCC(=O)N1,1%,1%,5%,-34%,-0.9%,7%,-0.3,3%,i

# At a glance, 8 of the compounds above:
SMILES,ATXN2 expr inh,EPAC2 ag,A549 viability,HepG2 viability,Nrf2 ARE act,Nrf2 inh,IL2 activator,TGFb inhibitor,ATXN viability
COc1ccc(S(=O)(=O)N2CCNC(=O)C2)cc1Br,10%,8%,6%,-3%,-0.5%,2%,0.4,-7%,i
O=C(CSc1ccc(S(=O)(=O)N2CCOCC2)cn1)Nc1ccc(OC(F)F)cc1,-2%,2%,7%,3%,0.2%,-9%,-0.1,-12%,i
Cc1cc2oc(=O)cc(CN3CCN(Cc4ccccc4)CC3)c2cc1O,·,5%,-3%,-35%,5.1%,?,0.9,-27%,i
CCOC(=O)c1[nH]c2ccccc2c1NC(=O)C(C)(C)C,3%,3%,-6%,-8%,-0.3%,2%,2.7,17%,i
CC(C)N(C(=O)Cn1cc(SCC(N)=O)c2ccccc21)C(C)C,-22%,-5%,-10%,3%,-0.4%,-9%,-0.7,11%,i
Cn1c(-c2cccc([N+](=O)[O-])c2)cnc1NCc1ccc(C#N)cc1,·,7%,-12%,-61%,0.4%,-22%,-0.3,?,i
CCc1ccccc1NC(=O)CC(c1ccc(F)cc1)N1Cc2ccccc2C1=O (stereo not given),·,·,?,-23%,0.2%,-9%,·,?,·
Cc1cccc(N(Cc2ccccc2)C(=O)c2ccc(S(C)(=O)=O)cc2)c1,-15%,8%,15%,-17%,-0.2%,-6%,-1.6,-2%,i

# The results go on.
SMILES,ATXN2 expr inh,EPAC2 ag,A549 viability,HepG2 viability,Nrf2 ARE act,Nrf2 inh,IL2 activator,TGFb inhibitor,ATXN viability
CC(=O)OCC(OC(C)=O)C(OC(C)=O)C(OC(C)=O)C(=O)Nc1ccccc1 (stereo not given),-2%,-8%,11%,-3%,0.2%,24%,-1.4,-7%,i
CNc1ncnc(Sc2ccc(Cl)cc2)c1[N+](=O)[O-],-17%,0%,-2%,-6%,0.2%,-3%,0.1,-11%,?
CCOc1ccc2oc(C(=O)N3CCN(Cc4ccccc4)CC3)c(C)c2c1,3%,21%,-4%,-12%,1.9%,-22%,2.8,-2%,i
CN(Cc1ccc(F)cc1)C(=O)c1sccc1-c1ccccc1,-23%,8%,-4%,6%,-0.2%,-3%,0.7,0%,i
Cc1ccc(S(=O)(=O)c2c(C)cc(C)nc2Cl)c(C)c1,11%,-14%,9%,-5%,0.0%,10%,-1.9,-16%,i
O=C(c1ccccc1F)N1CCN(c2ccccn2)CC1,2%,1%,13%,-3%,-0.8%[9.22 µM],-8%,0.8,1%,i
CCOc1ccc(CCNC(=O)c2cnc3c(-c4ccc(F)cc4)c(C)nn3c2C)cc1,·,·,7%,-36%,2.6%,19%,·,-6%,·
CCCn1c(CCc2ccccc2)nnc1SCC(=O)N1CCOCC1,6%,0%,0%,7%,-0.2%,·,0.0,-45%,i
CN1CCN(c2ccc(-c3cc(NC=O)c4ncc(-c5ccc(F)c(Cl)c5)n4c3)cc2)CC1,?,3%,·,-86%,20%,·,-0.6,20µM*,·
COCCNC(=O)c1cc(Sc2ccc(F)cc2F)nc2ccccc12,·,·,23%,-22%,7.6%,·,·,5%,·
O=C(NCc1ccc(F)cc1)C1CCCN1C(=O)Nc1ccc(F)cc1 (stereo not given),·,0%,-14%,3%,-0.3%,-5%,4.1,-3%,i
CCN(CC)S(=O)(=O)c1ccc(Cl)c(NC(=O)COC(=O)c2c(C)noc2C)c1,14%,17%,2%,10%,3.5%,?,-1.8,5%,i
CN(C)CCCN(C(=O)c1ccc(C(=O)c2ccccc2)cc1)c1nc2cc3c(cc2s1)OCCO3,-20%,8%,10%,-89%,-2.5%,5%,-4.7,14µM*,i
COC(=O)c1ccc(NS(=O)(=O)c2cc3c4c(c2)CCN4C(=O)CC3)cc1,22%,7%,-1%,-11%,0.0%,-15%,0.3,-11%,i
COC(=O)c1ccccc1NC(=O)CSc1nnc(-c2cccnc2)o1,19%,-3%,0%,0%,4.5%,?,-0.7,7%,i
CCC(=O)c1ccc(OCC(O)CN2CCOCC2)cc1 (stereo not given),1%,2%,11%,-3%,-1.8%,3%,-1.2,-5%,i
NC(=NCCc1ccccc1)NS(=O)(=O)c1ccccc1,1%,-5%,10%,12%,2.4%,10%,-2.8,15%,i
O=C(Nc1cccnc1Cl)c1cc(-c2ccc(O)cc2)on1,11%,1%,1%,4%,2.3%,?,-0.6,7%,i
COC(=O)[C@]1(Cc2ccccc2)N[C@H](CN(C)C(=O)Nc2ccc(OC)cc2)[C@@H]2C(=O)N(C)C(=O)[C@@H]21,3%,7%,-5%,-1%,0.0%,12%,0.2,5%,i
O=C(NNC(=O)c1ccccc1F)c1ccc(-c2ccccc2Cl)o1,·,8%,·,-8%,3.2%,·,0.7,-9%,i
CCOC(=O)C1(Cc2cccc(Cl)c2)CCCN(C(=O)c2cccc(C)n2)C1 (stereo not given),-18%,-4%,-1%,-17%,2.8%,?,-3.6,-24%,i
O=C(COC(=O)C1CC1)Nc1ccc2c(c1)OCO2,19%,5%,2%,2%,0.6%,17%,1.3,0%,i
O=c1cn[nH]c2ccc(Br)cc12,10%,7%,-1%,-10%,1.5%,?,-3.0,-8%,i
CC(C)CC(=O)NC(=S)Nc1ccc(S(=O)(=O)Nc2nccs2)cc1,-4%,3%,-5%,-7%,0.2%,-11%,-1.7,3%,i
COc1ccccc1NC(=O)C(C)OC(=O)Cc1n[nH]c(=O)c2ccccc12 (stereo not given),14%,8%,0%,-15%,3.2%,?,-1.1,12%,i
COc1ccc(C)cc1NS(=O)(=O)c1ccc2c(c1)[C@H]1C=CC[C@H]1[C@@H](c1cccc(Cl)c1)N2,2%,·,0%,-18%,-0.1%,-2%,·,?,i
CCc1ccc2c(c1)c1nnc(NN)nc1n2C,-12%,-2%,-3%,8%,2.1%,10%,1.0,-10%,i

# Screens: PubChem, National Center for Advancing Translational Sciences (NCATS)
